Casp1 inh = qHTS Assay for Allosteric/Competitive Inhibitors of Caspase-1; AID 900, 2007; Potency, µM (series often up to 57.5 µM), for the others: at the top dose activity change, negative = inhibition, hits mostly inhibitors; Caspase-1 enzyme, Ac-WEHD-AFC fluorogenic rate; 0.03% of 75,000 active; P29466;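 also: potency is read from the fitted curve at half-maximal effect; plate controls were vehicle for no effect and no substrate for full effect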
HEK293 cAMP cs = qHTS Assay for Agonists of the Thyroid Stimulating Hormone Receptor: Activators of Intracellular cAMP Concentrations in Parental HEK 293; 2.5% of 73,000 active; AID 938, 2007; Potency, µM (top dose mostly 57.1 µM), for the others: at the top dose activation, hits mostly activators; parental HEK293 CNG cAMP sensor, membrane potential fluorescence; also: potency is read from the fitted curve at half-maximal effect; % of control where 0% means no effect; nearly all actives have a fitted effect of over 55% in size
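Parental HEK 293 cells stably expressing a cAMP-gated CNG channel were loaded with membrane potential dye containing 100 uM RO 20-1724 for 60 min. Compound added for 30 min; depolarization read as fluorescence intensity at 590 nm.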
Luciferase inh = qHTS Assay for Inhibitors of Firefly Luciferase | Luciferin 4-monooxygenase (Photinus pyralis), P08659 | purified firefly luciferase, luminescence, 8 min | Potency, µM (doses to about 57.1 µM), for inactives: at the highest dose activity change, negative = inhibition, usual class: inhibitors | 2.2% of 72,000 active | AID 411, 2009; also: potency is read from the fitted curve at half-maximal effect; % is scaled to controls: 0 for no effect and ±100 for the full control effect; nearly all actives have a fitted effect of over 40% in size
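Titration-based qHTS; buffer 50 mM imidazole pH 7.2, 50 mM KCl, 7 mM MgCl2, 10 uM ATP, 0.01% Tween 20, 0.05% BSA; luciferase/luciferin detector mix added after compound; 8 min, ambient; luminescence.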
ERK AVP block = qHTS Assay for Inhibitors of the ERK Signaling Pathway using a Homogeneous Screening Assay. 0.99% of 72,000 active. AID 995, 2007. Potency, µM (series often up to 57.5 µM), inactives show at the highest dose activity, negative = inhibition, most hits filed as inhibitors. HEK293-V1b, vasopressin-stimulated pERK AlphaScreen; also: potency is read from the fitted curve at half-maximal effect; % is scaled to controls: 0 for no effect and ±100 for the full control effect; nearly all actives have a fitted effect of over 55% in size
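qHTS, compounds titrated on V1b-expressing HEK293 cells. Preincubation 30 min at 37C, vasopressin 25 nM for 5 min, lysis 10 min, bead incubation 5 hr at room temperature.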
A350 fluor = qHTS Assay for Spectroscopic Profiling in A350 Spectral Region; Compound autofluorescence, 340/450 nm, Alexa 350 dye-equivalents; stronger effect = higher value; max dye-equivalent concentration, M; 11% of 59,000 active; in the data active = max dye-equivalent concentration above about 10 nM; inconclusive = mostly about 1.1 nM to 9.6 nM
CRE-bla Fsk = Cell signaling CRE-BLA (Fsk stim); CHO CRE-bla reporter (cAMP response element driving beta-lactamase), forskolin EC10, beta-lactamase ratio; Potency, µM (doses to about 38.2 µM), for inactives: at the top dose activity change, negative = inhibition, most hits filed as activators; 2.5% of 71,000 active; AID 662, 2007; active = well fitted activation curve with a large enough effect in the signal ratio, with a control signal flat, not every such curve was filed as active; inconclusive = small, poorly fitted or top-dose-only effect, or effect the other way, or a change in a side signal; the % refers to the signal ratio; also: potency is read from the fitted curve at half-maximal effect; % of control where 0% means no effect
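Modulation of forskolin signalling: compounds in titration series added with EC10 NKH 477 to CHO cells carrying a CRE-driven beta-lactamase reporter, 3 h, 37C. CCF4 FRET ratio (460/530 nm, ex 405 nm) gives %activity and AC50.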
Tau filament bind = qHTS Assay for Tau Filament Binding; 2% of 71,000 active; Microtubule-associated protein tau (Homo sapiens), P10636; Potency, µM (titrated, usually from 57.1 µM), for inactives: at the top dose activity change, negative = inhibition; AID 596, 2007; recombinant tau filaments, thioflavin S fluorescence, 15 h; filaments grown with octadecylsulfate alongside compound;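 also: potency is read from the fitted curve at half-maximal effect; % is scaled to controls: 0 for no effect and ±100 for the full control effect; actives lower thioflavin S fluorescence by blocking filaments or displacing dye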
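Recombinant tau protein (human, 1 uM final) plus 30 uM ODS in HEPES pH 7.4 with NaCl, DTT and thioflavine S. Compound present from the start; fluorescence at 510 nm after 15 h, 37 C.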
BRCT PPI red = qHTS Assay for Inhibitors of BRCT-Phosphoprotein Interaction (Red Fluorophore) | BRCT-phosphopeptide binding, red fluorescence polarization | Potency, µM (top dose mostly 76.9 µM), without a hit: at the top dose activity change, negative = inhibition, usual class: inhibitors | 0.03% of 75,000 active | AID 892, 2007 | Breast cancer type 1 susceptibility protein (Homo sapiens), P38398; also: % is scaled to controls: 0 for no effect and ±100 for the full control effect
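Rhodamine-labelled pBACH1 10-mer (100 nM) bound to BRCT domain (100 nM) at pH 7.3; compounds incubated 12 min room temperature, polarization read. Free peptide defines full inhibition; unlabelled decapeptide titrated as control.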
Caspase-7 inhib = qHTS Assay for Allosteric/Competitive Inhibitors of Caspase-7; Potency, µM (highest dose often 57.5 µM), for inactives: top-dose activity change, negative = inhibition, usual class: inhibitors; AID 889, 2007; recombinant caspase-7, Ac-DEVD-AFC fluorescence rate; P55210; 0.02% of 75,000 active; active = well fitted inhibition curve with a large enough effect in the main read-out, with a control signal flat, not every such curve was filed as active; inconclusive = small, poorly fitted or top-dose-only effect, or a change in a side signal; also: potency is read from the fitted curve at half-maximal effect; % of control where 0% means no effect
BRCT inh green = qHTS Assay for Inhibitors of BRCT-Phosphoprotein Interaction (Green Fluorophore) | Breast cancer type 1 susceptibility protein (Homo sapiens), P38398 | BRCA1 BRCT-phosphopeptide binding, green fluorescence polarization | Potency, µM (titrated, usually from 76.9 µM), without a hit: top-dose activity change, negative = inhibition, actives largely listed as inhibitors | 0.05% of 75,000 active | AID 875, 2007;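 also: potency is read from the fitted curve at half-maximal effect; plate controls were peptide without protein for full effect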
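Compounds were incubated for 12 min at room temperature with a complex of 100 nM fluorescein-tagged pBACH1 decapeptide and 250 nM His-tagged BRCT protein. Buffer was phosphate pH 7.3 with EDTA, DTT and Tween 20. Disruption of binding lowers the polarization signal.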
USP2a inh = qHTS Assay for Inhibitors of Ubiquitin-specific Protease USP2a | Potency, µM (titrated, usually from 38.3 µM), without a hit: at the top dose activity change, negative = inhibition, most hits filed as inhibitors | USP2a enzymatic assay, qHTS inhibition | 0.1% of 60,000 active;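 also: potency is read from the fitted curve at half-maximal effect; nearly all actives have a fitted effect of over 60% in size; plate controls were DMSO for no effect and NEM full inhibition control for full effect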
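USP2 core (20nM final) preincubated 30 min RT with compound, then Ub-PLA2 20nM and NBD C6-HPC 20uM final added; buffer 20mM Tris-HCl pH 8.0, 2mM CaCl2. Fluorescence Ex 460/Em 535 read at 0 and 2.5 h; normalized to NEM.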
An asterisk follows results filed as active; i = inactive; ? = inconclusive; / = not tested or not shown; [ ] = remark or other dose. Unless noted, calls follow the shape of the dose curve; as a rule, active = well fitted curve in the direction sought with a large enough effect; inconclusive = small, poorly fitted or top-dose-only effect, or another doubt; inactive = no such curve, though single readings can be large; an effect the other way counts as inactive or inconclusive.

SMILES | Casp1 inh | HEK293 cAMP cs | Luciferase inh | ERK AVP block | A350 fluor | CRE-bla Fsk | Tau filament bind | BRCT PPI red | Caspase-7 inhib | BRCT inh green | USP2a inh
COc1ccc(C(=O)CSc2ncn[nH]2)cc1OC | -1% | ? | 0% | -11% | / | ? | -4% | -3.0% | -2% | 0.0% | -8%
COc1ccc(C2N(c3cc(Cl)ccc3OC)C(=O)C3CCCN32)c(OC)c1 (stereo unspecified) | -1% | -1% | 1% | -17% | / | -5% | -8% | -2.3% | 0% | -1.3% | /
CC(C)Cc1nc(SCC(=O)NCc2ccccc2)n[nH]1 | 1% | 8% | -1% | -13% | i | -8% | -2% | 1.1% | 0% | -1.1% | -1%
O=C(NC(Cc1ccc(F)cc1)C(=O)O)c1ccccc1 (stereo unspecified) | 0% | 12% | 2% | -18% | i | -5% | -1% | 1.3% | 0% | -5.3% | 2%
COc1cccc(NC(=O)c2cccnc2)c1 | 3% | ? | -2% | 16% | / | 5% | -7% | -1.2% | 0% | 0.3% | 0%
O=c1c2[nH]c3ccc(F)cc3c2ncn1CCCn1ccnc1 | -2% | 9% | -1% | 4% | ? | ? | -8% | -1.2% | 1% | 0.6% | 3%
CCCCn1c(CN2CCN(C(=O)c3ccco3)CC2)nc2c1c(=O)n(C)c(=O)n2C | -1% | 1% | -6% | / | / | 12% | 0% | 1.2% | 1% | -1.6% | /
COC(=O)c1cccc(S(=O)(=O)N2CCC(n3nnc4cc(F)ccc43)CC2)c1 | -1% | ? | 5% | ? | i | -2% | 2% | -2.1% | 1% | 0.2% | 14%
O=C(/C=C\c1ccc(O)c(O)c1)OCCc1ccccc1 | 7% | ? | -6% | ? | ? | -13% | 7% | -3.6% | 2% | -1.3% | -5%
COc1nnc(-c2ccc(N3CCOCC3)c(NC(=O)c3ccco3)c2)c2ccccc12 | -1% | 7% | 1% | -22% | i | 2µM* | 0% | 0.5% | -2% | 1.1% | 17%
CCc1ccc(CC)c(S(=O)(=O)Nc2ccc(O)c(C(=O)O)c2)c1 | 2% | 14% | 1% | -16% | i | 1% | -11% | 1.1% | -2% | 2.5% | ?
CSc1nc(-c2ccco2)nn1C(=O)c1cccs1 | 0% | 7% | 2% | -3% | i | ? | -4% | 0.6% | 0% | 0.1% | -1%
CC(=O)Nc1ccccc1C | -1% | 20% | / | 4% | / | -9% | 3% | -2.8% | 0% | 1.0% | /
CC(=O)N1CCN(CCN=CC2=C(O)CC(c3ccc(Cl)cc3)CC2=O)CC1 (stereo unspecified) | 0% | 7% | 1% | 4% | / | -17% | 12% | 0.1% | -1% | -4.1% | 2%
O=C(CCC(=O)N1CCCC1)Nc1nnc(C(F)(F)F)s1 | 1% | 1% | 3% | -6% | i | 6% | 6% | 0.5% | -1% | 0.4% | 7%
CCOC(=O)N1CCN(C(=O)CSc2nc3c(cnn3-c3ccc(C)cc3)c(=O)[nH]2)CC1 | 0% | 6% | 0% | / | / | ? | -8% | -2.6% | -1% | 1.8% | /
O=c1c2ccccc2nnn1Cc1ccccn1 | 0% | 7% | 0% | -2% | i | -4% | -5% | 0.5% | 2% | -0.8% | -3%
CCOC(=O)C1CCCN(C(=O)c2cc(Nc3ccc(OC)c(OC)c3)nc3ccccc23)C1 (stereo unspecified) | 0% | -14% | 16µM* | -28% | i | ? | -27% | -2.0% | 0% | -2.9% | 24%
Cc1ccc2oc(=O)c3cnn(CC(=O)N4CCCCC4C)c3c2c1 (stereo unspecified) | 0% | 4% | 0% | -6% | / | 1% | 16% | 0.0% | -1% | -0.8% | /
Cc1cc(=O)n2nc(N3CCCC(C(=O)NCCc4ccccc4)C3)sc2n1 (stereo unspecified) | 1% | 3% | 2% | ? | i | ? | 10% | -1.2% | 1% | -3.4% | -2%
CC1=C(C(=O)Nc2ccc(F)cc2)C(c2ccncc2)C2=C(CCCC2=O)N1 (stereo unspecified) | ? | 7% | 0% | 2% | 1.8e-07M* | 5% | -14% | 0.5% | -20% | -1.4% | -11%
C=CCOc1ccc(NC(=O)C2CC(=O)N(C(C)C)C2)cc1 (stereo unspecified) | 0% | -2% | 3% | 6% | i | 7% | -6% | 0.3% | 0% | -1.0% | 5%
O=C(CSc1nnc(-c2ccco2)o1)N1c2ccccc2CCc2ccccc21 | -6% | ? | -2% | ? | i | 4% | 11% | -0.3% | -8% | 6.8% | 61%[activator]
COC(=O)c1ccc2c(c1)NC(=O)C(N1CCOCC1)S2 (stereo unspecified) | -2% | 10% | 1% | -3% | ? | ? | -3% | -1.5% | 0% | 0.5% | -17%
Cc1nnc(NC(=O)c2cc3n(n2)C(C(F)(F)F)CC(C2CC2)N3)s1 (stereo unspecified) | 1% | -6% | 1% | -2% | i | 5% | -11% | -1.5% | 0% | -1.4% | 6%

The final three entries of the section before come first, to join the parts:
SMILES | Casp1 inh | HEK293 cAMP cs | Luciferase inh | ERK AVP block | A350 fluor | CRE-bla Fsk | Tau filament bind | BRCT PPI red | Caspase-7 inhib | BRCT inh green | USP2a inh
O=C(CSc1nnc(-c2ccco2)o1)N1c2ccccc2CCc2ccccc21 | -6% | ? | -2% | ? | i | 4% | 11% | -0.3% | -8% | 6.8% | 61%[activator]
COC(=O)c1ccc2c(c1)NC(=O)C(N1CCOCC1)S2 (stereo unspecified) | -2% | 10% | 1% | -3% | ? | ? | -3% | -1.5% | 0% | 0.5% | -17%
Cc1nnc(NC(=O)c2cc3n(n2)C(C(F)(F)F)CC(C2CC2)N3)s1 (stereo unspecified) | 1% | -6% | 1% | -2% | i | 5% | -11% | -1.5% | 0% | -1.4% | 6%
COCCn1c(=O)c(-c2cccc(C#N)c2)nc2cnc(Oc3ccc(OC)cc3)nc21 | -2% | 22% | 1%[11.4 µM] | ? | i | 16µM* | ? | 0.4% | -13% | 0.5% | 100%[activator]
COc1cccc(S(=O)(=O)Nc2ccc(C(=O)N3CCOCC3)cc2)c1 | -1% | 3% | 2% | 30% | i | 2% | -16% | 0.8% | -2% | -6.4% | -3%
CC1CCCN(C(=O)c2ccc3c(c2)C(=O)N(CCC2=CCCCC2)C3=O)C1 (stereo unspecified) | -3% | ? | 3% | ? | / | -7% | -23% | -1.5% | -8% | -1.4% | /
Cc1cc(NC(=O)CSc2nnc(C(C)N(C)C)n2Cc2ccccc2)no1 (stereo unspecified) | 3% | 17% | 5% | 6% | i | 1% | 12% | 0.7% | -1% | 0.8% | 2%
Cc1c(NS(=O)(=O)c2ccc3c(c2)c(=O)n(C)c(=O)n3C)c(=O)n(-c2ccccc2)n1C | -1% | -4% | 0% | 16% | i | -1% | 27% | -0.3% | -1% | -1.9% | 4%
O=C(Nc1ccncc1)Nc1ccccn1 | 0% | -2% | -1% | 0% | i | -19% | -1% | -4.1% | 0% | -6.9% | /
COCCn1c(=O)c(-c2cn(C)c3ccccc23)nc2cncnc21 | -13% | -2% | 0%[11.4 µM] | -5% | i | ? | 128% | -0.5% | -20% | 16% | 162%[activator]
O=c1c(O)c(-c2ccc(O)c(O)c2)oc2ccccc12 | -6% | -6% | 0%[11.4 µM] | ? | i | ? | ? | 1.8% | -18% | -0.9% | /
N[C@H](C(=O)O)c1ccc(O)c(C(=O)O)c1 | 3% | 3% | -2% | 3% | / | 1% | ? | 0.7% | 0% | 0.5% | /
Nn1c(Cc2ccccc2F)nnc1SCn1nnc2ccccc2c1=O | 1% | 9% | -3% | -18% | i | ? | -4% | 1.1% | -1% | 1.0% | 7%
CCc1nnc(NC(=O)C2CCCN2S(=O)(=O)c2ccc(C)cc2)s1 (stereo unspecified) | -1% | 4% | 0% | -5% | i | 0% | 4% | 0.9% | 1% | 0.0% | -3%
O=C(CSc1ncc(-c2ccc(F)cc2)[nH]1)NCc1ccco1 | -2% | 13% | -1% | -20% | i | -3% | -12% | -1.3% | -2% | -2.2% | /
Cc1cc(=O)c2ccccc2s1 | 1% | 1% | 0% | -12% | i | 9% | -7% | 0.2% | 0% | 1.9% | -3%

Screening results deposited in PubChem by National Center for Advancing Translational Sciences (NCATS).
